TPT1 inh = C. albicans TPT1 enzyme inhibition; inhibition, % at 5 µM; 300,000 compounds, 0.81% hits; recombinant caTPT1, FP RNA substrate dephosphorylation; AID 1962;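 active = inhibition above the mean of all tested compounds plus 3 SD, set per screening campaign, cut at about 24% in these data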;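 also: plate controls were DMSO alone for no effect and ferristatin control at 100 nM for full effect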
GASC-1 inh = human JMJD2C demethylase inhibition. Q9H3R0. GST-JMJD2C(1-420) H3K9me3 demethylation, DELFIA europium. inhibition, % at 2.35 µM. 330,000 compounds, 0.069% hits. AID 2099;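 active = more than half of a compound's replicate wells show inhibition beyond 50%, single wells judged on their own value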;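 also: signal counts dimethyl H3K9 product captured on neutravidin plate; 0% = median of DMSO wells and 100% = 0.3 times that DMSO median; strong numbers were not always called active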
Target sequence (Q9H3R0 1-420 limits assumed): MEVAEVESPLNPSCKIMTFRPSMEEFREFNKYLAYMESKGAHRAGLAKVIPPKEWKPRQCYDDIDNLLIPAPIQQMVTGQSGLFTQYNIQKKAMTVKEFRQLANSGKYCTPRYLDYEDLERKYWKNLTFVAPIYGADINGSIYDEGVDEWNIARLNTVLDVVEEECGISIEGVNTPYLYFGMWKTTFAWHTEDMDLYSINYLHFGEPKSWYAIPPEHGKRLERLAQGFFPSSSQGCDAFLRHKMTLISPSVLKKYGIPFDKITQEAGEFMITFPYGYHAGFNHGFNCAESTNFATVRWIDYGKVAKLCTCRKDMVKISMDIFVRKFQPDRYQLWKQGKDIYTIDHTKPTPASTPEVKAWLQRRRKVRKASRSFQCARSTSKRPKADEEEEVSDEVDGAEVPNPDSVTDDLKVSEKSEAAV
procasp3 activ = procaspase-3 (human) activation. recombinant procaspase-3 D3A, Ac-DEVD-pNA absorbance 405 nm. 330,000 compounds, 0.11% hits. activation, % at 8.5 µM. AID 463141. P42574;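 active = activation above the mean of all tested compounds plus 3 SD, cut at about 21% in these data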;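 also: 0% = DMSO alone and 100% = DMSO wells spiked with extra 5 µM PC-3 D3A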
Target sequence (P42574 whole entry D9A/D28A/D175A): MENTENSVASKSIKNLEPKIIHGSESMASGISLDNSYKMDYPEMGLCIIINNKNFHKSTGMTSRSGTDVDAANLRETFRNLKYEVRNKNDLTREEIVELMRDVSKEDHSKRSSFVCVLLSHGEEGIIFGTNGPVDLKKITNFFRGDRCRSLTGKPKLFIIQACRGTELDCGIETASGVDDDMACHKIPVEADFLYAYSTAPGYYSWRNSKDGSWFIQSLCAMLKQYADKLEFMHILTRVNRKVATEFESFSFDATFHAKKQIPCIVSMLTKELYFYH
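assay system = Procaspase-3 D3A mutant | signal = absorbance at 405 nm, 0 and 120 min | times = 1 h preincubation plus 2 h reaction at 25 °C | repeats = single replicate | read-out = % activation between DMSO and enzyme-spiked controls | medium = Zinc-free HEPES saline buffer with Triton X-100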
core dimer inh = blocks dimerization of HCV core protein | TR-FRET GST/Flag-core106 dimerization, 1536-well | inhibition, % at 5 µM | 300,000 compounds, 0.33% hits | AID 1899;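 active = inhibition above the mean of all tested compounds plus 3 SD, set per screening campaign, cut at about 45% in these data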
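System: GST-tagged and Flag-tagged HCV core protein residues 1-106 / Input: core106 proteins, GST 13.5 nM and Flag 17 nM / Buffer or medium: KF-containing HEPES buffer, pH 7.45, DTT, CHAPS, BSA / Probe or stimulus: Eu-anti-GST and XL665-anti-Flag labelled anti-tag antibodies / Schedule: 4 h, 22.5 °C incubation / Technique: TR-FRET 671 and 617 nm emission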
PP5 primary = blocks human protein phosphatase 5 activity. P53041. purified PP5c, OMFP substrate fluorescence. inhibition, % at 6.7 µM. 320,000 compounds, 0.18% hits;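 active = inhibition above the campaign's mean inhibition across all tested compounds plus 3 SD, cut at about 9.5% in these data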;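 also: 0% = DMSO only and 100% = 100 µM cantharidin control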
PP1 counter = blocks human PP1-alpha phosphatase, a PP5 counter-screen | P62136 | purified PP1alpha, OMFP fluorescence | inhibition, % at 6.7 µM | 320,000 compounds, 0.9% hits | AID 2235;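 active = inhibition above the mean inhibition of all tested compounds plus 3 SD, computed separately for each screening campaign, cut at about 15% in these data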
Target sequence (P62136 whole entry, looked up): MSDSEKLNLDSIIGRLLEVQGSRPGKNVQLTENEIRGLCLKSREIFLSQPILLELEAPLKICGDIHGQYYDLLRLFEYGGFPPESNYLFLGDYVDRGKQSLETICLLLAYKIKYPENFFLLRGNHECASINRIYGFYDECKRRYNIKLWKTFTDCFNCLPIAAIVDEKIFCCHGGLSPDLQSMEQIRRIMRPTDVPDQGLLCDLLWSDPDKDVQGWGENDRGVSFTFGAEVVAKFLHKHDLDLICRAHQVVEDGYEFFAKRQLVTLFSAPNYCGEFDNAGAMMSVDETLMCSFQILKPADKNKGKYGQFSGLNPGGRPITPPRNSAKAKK
Efflux pump mplx = antifungal efflux pump inhibition, Nile Red retention | S. cerevisiae Candida pump triplex | inhibition, % at 10 µM | 330,000 compounds, 0.44% hits | AID 485275;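 active = plate passing quality check with inhibition over a set limit, or well fluorescence over plate mean plus 4 SD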;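 also: Nile Red retained in pooled yeast measured as flow cytometry median fluorescence; 0% = buffer negative control and 100% = Enniatin B positive control; higher means more Nile Red kept so more efflux inhibition; some compounds called inactive have numbers as strong as hits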
Fh CTSL1 inh = counter-screen for PFM18AAP inhibitors: inhibitors of F. hepatica cathepsin L1; recombinant F. hepatica cathepsin L1, Z-Leu-Arg-MCA fluorescence; AID 1906; 300,000 compounds, 0.49% hits; inhibition, % at 5.96 µM;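 active = inhibition above the mean of all tested compounds plus 3 SD, set per screening campaign, cut at about 17% in these data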;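 also: 0% = plate median of test compound wells and 100% = 1 µM Z-Phe-Ala-diazomethylketone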
proCasp7 act = activates human procaspase-7, counter-screen for procaspase-3 activators | P55210 | AID 463210 | 330,000 compounds, 0.093% hits | activation, % at 8.5 µM | recombinant procaspase-7, Ac-DEVD-pNA absorbance 405 nm; D23A/D198A/D206A triple mutant, cannot self-cleave; scale: DMSO 0, 5 µM enzyme 100;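 active = percent activation above the screen-wide mean plus 3 SD, cut at about 25% in these data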
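Material: Procaspase-7 triple mutant (PC-7 D3A) | Quantity: 2 µM procaspase-7 mutant as dispensed | Reagent: DEVD-pNA substrate | Times: 1 h preincubation, 2 h reaction | Technique: 405 nm absorbance of p-nitroaniline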
* marks the source's active call; other numbers are inactive results; i = inactive; nt = no result given; & = joins results of further samples.

SMILES	TPT1 inh	GASC-1 inh	procasp3 activ	core dimer inh	PP5 primary	PP1 counter	Efflux pump mplx	Fh CTSL1 inh	proCasp7 act
CCC(=O)c1ccc(OCC(=O)NCC2(N3CCCCC3)CCCCC2)cc1	-1	-5	5	-2	0.6	6	0.2	4	2
CC1C(=O)N(Cc2cccc(F)c2)c2ccccc2N1C(=O)c1ccccc1 (stereo unspecified)	-3	12	1	4	1.6	1	0.5	4	-5
Cc1ccc(Cl)c(OCCN2CCc3ccccc3C2)c1	-1	0	0	-4	2.7	10	-0.1	-4	-5
O=C(Nc1cccc([N+](=O)[O-])c1)C(=O)N1CCCCC1	1	-7	-6	2	1.5	2	0.1	-1	8
COCCNc1nnc(SCC(=O)NC(=O)c2ccccc2)s1	-3	8	3	3	0.2	-6	0.1	-4	5
COc1cccc(CNC(=O)CCC2CCCN(Cc3cc(Cl)ccc3O)C2)c1 (stereo unspecified)	1	12	-6	2	1.9	4	0.0	-1	-3
O=C(c1cccnc1NCc1ccccc1)N1CCOCC1	1	-35	12	1	0.4	-3	-0.1	1	8
CC1CCCCN1CCNC(=O)c1ccc2c(=O)n(CCc3ccccc3)c(=O)[nH]c2c1 (stereo unspecified)	2	-7	-5	4	1.7	-2	-0.2	-1	2
COc1ccc(C(=O)N=c2nc3ccccn3s2)cc1	-2	-4	8	-1	1.1	-6	0.0	-1	-1
COc1ccc(-n2nc3c(c2NC(=O)COc2ccccc2)CS(=O)C3)cc1 (stereo unspecified)	1	9	4	-6	-0.1	-4	0.0	1	-8
CCOc1ccc(N(C(C)C(=O)N/N=C(\C)c2cccc(NC(=O)c3ccccc3)c2)S(C)(=O)=O)cc1 (stereo unspecified)	-1	1	-12	21	6.0	-7	0.3	-1	-4
COc1ccc(C(=O)NC2CCN(C(=S)Nc3ccccc3)CC2)cc1	-8	-14	-2	-1	5.1	-1	0.2	-3	-6
CCc1cccc2c(N=O)c(O)[nH]c12	-3	5	10	0	-0.4	-3	-0.1	-1	-5
CCN1CCN(S(=O)(=O)c2ccc(F)c(C(=O)Nc3c(F)cc(F)cc3Br)c2)CC1	-2	0	-7	-2	-2.4	2	-0.3	-2	-2
Cc1ccc(C(=O)c2oc3ccccc3c2N)cc1	1	-8	-13	-1	1.9	0	0.0	4	-9
Cc1ccc(C(=O)NCCc2nnc3ccc(SCC(=O)Nc4c(C)cc(C)cc4C)nn23)cc1	-1	-8	-3	4	-1.9	-10	-1.4	-1	1
CC(C)OP(=O)(c1ccc(N(C)C)cc1)C(O)c1ccc(C(C)C)cc1 (stereo unspecified)	-1	-10	1	0	-1.8	-1	0.4	4	5
C=CCOc1ccc(/C=C/C(=O)OCC(=O)NNC(=O)c2ccccc2F)cc1	nt	-3	0	nt	nt	nt	0.0	nt	7
COCCNc1nnc(SCC(=O)N(C)c2c(N)n(Cc3ccccc3)c(=O)[nH]c2=O)s1	0	i	-1	-1	1.1	-2	-0.1	1	-4
COCCCNC(=O)c1ccccc1Sc1ccc(NC(C)=O)nc1	-4	6	0	3	0.2	5	0.2	3	0
Cc1ccc(-c2ccc(=O)n(CC(=O)N3CCN(c4cc(Cl)ccc4C)CC3)n2)cc1	2	-19	1	13	3.6	6	1.7	-7	8
CCCCn1c(SCC(=O)/C(C#N)=C(\C)N)nc2ccccc2c1=O	-5	4	1	2	0.9	0	0.1	2	7
O=C(COc1cc2oc(=O)cc(-c3ccccc3)c2cc1Cl)NCCN1CCOCC1	-3	37	-1	4	-1.7	-7	0.0	-2	6
Cc1ccc(-n2nnc(-c3nccn3C)n2)cc1	-4	10	1	-9	2.2	3	0.1	-4	2
COc1cc(/C=C/C(=O)c2ccc3c(c2)OCCO3)cc(Br)c1OCC(=O)N(C)C	10	-2	6	10	0.2	1	0.0	1	-8

In a second layout: results already given.
Each structure is followed by: TPT1 inh, GASC-1 inh, procasp3 activ, core dimer inh, PP5 primary, PP1 counter, Efflux pump mplx, Fh CTSL1 inh, proCasp7 act
CCN1CCN(S(=O)(=O)c2ccc(F)c(C(=O)Nc3c(F)cc(F)cc3Br)c2)CC1
→ -2, 0, -7, -2, -2.4, 2, -0.3, -2, -2
Cc1ccc(C(=O)c2oc3ccccc3c2N)cc1
→ 1, -8, -13, -1, 1.9, 0, 0.0, 4, -9
Cc1ccc(C(=O)NCCc2nnc3ccc(SCC(=O)Nc4c(C)cc(C)cc4C)nn23)cc1
→ -1, -8, -3, 4, -1.9, -10, -1.4, -1, 1
CC(C)OP(=O)(c1ccc(N(C)C)cc1)C(O)c1ccc(C(C)C)cc1 (stereo unspecified)
→ -1, -10, 1, 0, -1.8, -1, 0.4, 4, 5
C=CCOc1ccc(/C=C/C(=O)OCC(=O)NNC(=O)c2ccccc2F)cc1
→ nt, -3, 0, nt, nt, nt, 0.0, nt, 7
COCCNc1nnc(SCC(=O)N(C)c2c(N)n(Cc3ccccc3)c(=O)[nH]c2=O)s1
→ 0, i, -1, -1, 1.1, -2, -0.1, 1, -4
COCCCNC(=O)c1ccccc1Sc1ccc(NC(C)=O)nc1
→ -4, 6, 0, 3, 0.2, 5, 0.2, 3, 0
Cc1ccc(-c2ccc(=O)n(CC(=O)N3CCN(c4cc(Cl)ccc4C)CC3)n2)cc1
→ 2, -19, 1, 13, 3.6, 6, 1.7, -7, 8
CCCCn1c(SCC(=O)/C(C#N)=C(\C)N)nc2ccccc2c1=O
→ -5, 4, 1, 2, 0.9, 0, 0.1, 2, 7
O=C(COc1cc2oc(=O)cc(-c3ccccc3)c2cc1Cl)NCCN1CCOCC1
→ -3, 37, -1, 4, -1.7, -7, 0.0, -2, 6
Cc1ccc(-n2nnc(-c3nccn3C)n2)cc1
→ -4, 10, 1, -9, 2.2, 3, 0.1, -4, 2
COc1cc(/C=C/C(=O)c2ccc3c(c2)OCCO3)cc(Br)c1OCC(=O)N(C)C
→ 10, -2, 6, 10, 0.2, 1, 0.0, 1, -8

Returning to the listing, repeating the 2 entries before the break.
SMILES	TPT1 inh	GASC-1 inh	procasp3 activ	core dimer inh	PP5 primary	PP1 counter	Efflux pump mplx	Fh CTSL1 inh	proCasp7 act
Cc1ccc(-n2nnc(-c3nccn3C)n2)cc1	-4	10	1	-9	2.2	3	0.1	-4	2
COc1cc(/C=C/C(=O)c2ccc3c(c2)OCCO3)cc(Br)c1OCC(=O)N(C)C	10	-2	6	10	0.2	1	0.0	1	-8
COc1cc2c(cc1OC)CC1(CCCCC1)N=C2	3	3	-2	-1	1.4	3	0.0	-4	1
CN1CCN(C(=O)c2cccc(COc3cc(Cl)ccc3Cl)c2)CC1	0	-12&5	2	0	-0.6	-3	5.1	5	2
Cc1ccc(S(=O)(=O)N(Cc2cccnc2)Cc2cc3ccccc3[nH]c2=O)cc1	0	-41	2	-2	3.8	-2	0.0	2	8
CCn1nc(C)c(NC(=O)c2cc(Br)ccc2Cl)c1C	0	0	0	-5	0.3	-3	-0.1	-2	11
c1cnc2nc(-c3ccc4c(c3)OCO4)cn2c1	0	7	-3	2	-0.6	-1	0.1	-3	2
Cc1ccc2nc(SCC(=O)Nc3oc(C)c4c(C)n[nH]c(=O)c34)[nH]c2c1	nt	3	-5	nt	-0.5	-1	-0.1	nt	-1
Cc1nc2nc(SCC(=O)Nc3cccc(F)c3)[nH]c2cc1Br	-1	7	4	-5	4.1	1	-0.2	-2	9
CCn1c(CNC(=O)c2ccc(Cl)cc2)nnc1SCC(=O)NC1=NCCS1	-4	11	8	7	0.7	-1	-0.1	-1	2
COc1ccc(S(=O)(=O)N2CCC(NC(=O)Nc3ccc(C)cc3)CC2)cc1	-3	-12	-3	3	3.5	-10	0.0	6	8
O=C(/C=C/c1ccccc1)NC(=S)NNC(=O)c1cnccn1	0	3	-2	5	0.5	22*	-0.3	4	2
Cc1ccc(C(=O)OCC(=O)N(CCc2ccccc2)Cc2ccccc2)cc1S(=O)(=O)N1CCOCC1	-1	3	-6	7	1.6	7	-0.1	-19	-3
Nn1c(SCC(=O)N2CCCc3ccccc32)nnc1-c1ccccc1	-3	-1	6	-1	1.4	-1	0.0	1	7
O=C(NCc1ccc(F)cc1)c1ccc(N2CCOCC2)c([N+](=O)[O-])c1	2	7	7	1	1.5	-2	-0.1	-2	2
CCc1nc(NCC2CCCO2)c2oc3ccccc3c2n1 (stereo unspecified)	2	43	-6	-2	3.9	-1	0.3	0	4
COc1ccc(C2c3[nH]c4ccccc4c3C[C@H]3C(=O)N(c4ccccc4C(=O)N4CCC[C@@H]4C(=O)O)C(=O)N23)cc1 (stereo partly specified)	-5	-4	-4	4	3.0	3	0.1	0	3
O=C(CSc1nc2ncc(Cl)cc2[nH]1)NCCc1ccc(F)cc1	-2	1	-7	1	-0.8	2	-0.1	-1	17
O=C(Nc1ccc(S(=O)(=O)N2CCCC2)cc1)c1cccs1	4	12	-4	5	-0.6	0	0.0	-2	-3
Nc1cc(=O)[nH]n1C1CCCCC1	3	9	-10	-2	0.1	-1	-0.2	0	-3
COC(=O)c1ccc(N2C(=O)CC(NCc3ccccc3)C2=O)cc1 (stereo unspecified)	-3	-14	-2	-2	-2.3	-2	0.0	7	5
Cc1ccc(CNC(=O)C2CCCN2C(=O)Nc2ccc(C)cc2)cc1 (stereo unspecified)	3	2	-4	4	-1.1	2	-0.2	2	5
Cc1nn(C(C)c2n[nH]c(=S)n2-c2ccc(F)cc2)c(C)c1[N+](=O)[O-] (stereo unspecified)	0	18	-8	-2	0.4	-4	-0.2	0	-3
Cn1c(SCC(=O)NC(=O)CN2CCCC2=O)nnc1-c1ccc(F)cc1	3	19	-1	-1	-3.1	-2	-0.1	0	0
COC(=O)c1cc(C(=O)Nc2ccc(C)cn2)cc([N+](=O)[O-])c1	-2	-6	-2	-3	2.9	2	0.1	3	4
Cc1nnc2n(C)c(=O)c3c4c(sc3n12)COC(C)(C)C4	1	-10	5	-2	-1.2	-5	0.1	-2	12
Cc1ccc(/C=N/n2c(COc3ccccc3)n[nH]c2=S)s1	-2	-6	-19	-4	3.1	3	0.0	4	-11
CN(C)C(=O)c1cccn(Cc2cccc(C(F)(F)F)c2)c1=O	6	-3	-1	-5	2.8	-3	0.5	-3	3
Cc1ccc2c(c1)cc(CN(Cc1ccco1)C(=O)COc1ccccc1)c1nnnn12	0	2	7	30	2.0	0	0.1	0	7
Cc1cc(-c2c(C(=O)N3CCOCC3)c(C)nn2-c2ccccc2)no1	-2	-36	6	0	0.7	-8	0.1	-2	-5
COc1ccc(-c2cc(C(=O)Nc3ccc(C)cc3)no2)cc1	-1	-3	6	22	0.9	-5	-0.3	2	6

Screens deposited in PubChem by several laboratories.
